NPR2 activator: human GC-B receptor activators, primary screen, HEK293 GC-B cells, cGMP TR-FRET, EC30 CNP. Atrial natriuretic peptide receptor 2 (Homo sapiens), P20594. 0% at EC30 CNP, 100% saturating CNP. activation, % at 10 µM. 0.11% of 370,000 active. AID 1920062, 2024;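 active = activation at 10 µM reaching about 35% in either raw or pattern-adjusted values, limit read from the data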
TDP2 inh: human TDP2 enzyme inhibitors, primary screen, biochemical, epi absorbance, recombinant enzyme; Tyrosyl-DNA phosphodiesterase 2 (Homo sapiens), O95551; T5PNP hydrolysis, p-nitrophenol absorbance 415 nm; AID 720702, 2013; inhibition, % at 12.8 µM; 0.34% of 370,000 active;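 active = inhibition above the mean of all tested compounds plus 3 SD, set per campaign, cut at about 25% in these data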;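 also: 0% = DMSO with enzyme and 100% = buffer with substrate but no TDP2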
Target sequence (O95551 whole entry, looked up): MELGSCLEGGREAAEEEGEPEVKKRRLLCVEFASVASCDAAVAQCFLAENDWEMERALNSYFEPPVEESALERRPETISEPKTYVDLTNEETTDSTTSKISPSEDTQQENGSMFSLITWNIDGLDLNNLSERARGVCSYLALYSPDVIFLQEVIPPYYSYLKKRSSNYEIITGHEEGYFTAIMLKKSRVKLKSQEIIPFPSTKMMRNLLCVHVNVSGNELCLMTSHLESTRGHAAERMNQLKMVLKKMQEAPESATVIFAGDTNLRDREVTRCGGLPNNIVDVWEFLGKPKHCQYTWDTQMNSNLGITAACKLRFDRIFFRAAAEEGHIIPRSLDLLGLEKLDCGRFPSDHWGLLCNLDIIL
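Incubation: 2 h at 37 °C; Test system: recombinant human TDP2; Quantity: enzyme 120 nM; Read-out basis: percent inhibition; Medium: 50 mM Tris-HCl pH 7.5 with Mg2+, KCl, DTT, BSA; Repeats: single replicate; Compound: 12.8 µM single point, 1% DMSO; Signal: epi absorbance; Reagent: 5 mM T5PNP chromogenic substrate; Benchmarks: no-enzyme high, DMSO-plus-enzyme low.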
rCAG binder: binders of r(CAG) RNA repeats, primary screen, biochemical, fluorescence. 1.3% of 370,000 active. inhibition, % at 3 µM. r(CAG) RNA repeat, TO-PRO-1 dye displacement fluorescence;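 active = inhibition above the plate cutoff, the mean of all test compounds on that plate plus 3 SD, cut at about 35% in these data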;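 also: 0% = DMSO alone and 100% = 100 µM mitoxantrone as full dye displacement; higher means more dye released from RNA so lower well fluorescence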
LEDGF integ inh: blockers of LEDGF/p75-dependent integrase strand transfer – biochemical, TR-FRET, high throughput, primary screen; HIV-1 integrase (with human LEDGF/p75); TR-FRET IN-LEDGF/p75 DNA integration, Eu/Cy5; inhibition, % at 3.7 µM; 0.64% of 370,000 active; AID 743269, 2014;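 active = inhibition above the screen-wide mean plus 3 SD, cut at about 13% in these data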;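 also: signal is the Cy5 over europium emission ratio at 671 and 618 nm; 0% = plate median of compound wells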
TCR-CD3 inh: inhibitors of human TCR-CD3 interaction, primary screen, biochemical, fluorescence, TAMRA-labeled TCR probe | inhibition, % at 9.4 µM | 0.37% of 360,000 active | T-cell receptor (TCR) | AID 651800, 2012; in the data active = inhibition above about 19%;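 also: recombinant mutant TCR 2C K166C tagged with TAMRA read by polarization; 0% = receptor in buffer alone and 100% = receptor with positive control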
MBD2 DNA inh: inhibitors of MBD2 binding to methylated DNA, primary screen, biochemical, TR-FRET, DNA-binding domain, human. Methyl-CpG-binding domain protein 2 (Homo sapiens), Q9UBB5. MBD2 binding to methylated oligonucleotide. inhibition, % at 4.4 µM. 0.31% of 370,000 active. AID 686964, 2013; in the data active = inhibition above about 13%
PRMT1 FP inh: PRMT1 methyltransferase inhibitors, primary screen, biochemical, fluorescence polarization. Protein arginine N-methyltransferase 1 (Homo sapiens), Q99873. recombinant PRMT1, activity-based probe fluorescence polarization. inhibition, % at 2.79 µM. 1.3% of 370,000 active. AID 652257, 2013;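 active = inhibition above about 21% made by adding two undisclosed values, limit read from the data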
Target sequence (Q99873 whole entry, looked up): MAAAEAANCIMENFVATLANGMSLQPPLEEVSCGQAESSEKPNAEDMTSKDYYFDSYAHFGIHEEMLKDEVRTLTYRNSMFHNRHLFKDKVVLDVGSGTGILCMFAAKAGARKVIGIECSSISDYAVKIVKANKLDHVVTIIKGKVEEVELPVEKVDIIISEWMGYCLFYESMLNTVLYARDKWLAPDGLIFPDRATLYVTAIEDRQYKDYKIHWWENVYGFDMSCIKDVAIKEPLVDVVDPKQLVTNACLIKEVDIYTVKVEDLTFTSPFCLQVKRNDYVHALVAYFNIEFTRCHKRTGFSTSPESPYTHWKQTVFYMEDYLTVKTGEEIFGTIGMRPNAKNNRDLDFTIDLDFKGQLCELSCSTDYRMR
HTRA1 inh: HTRA1 serine protease inhibitors, primary screen, biochemical, fluorescence polarization, HTS; AID 504803, 2011; inhibition, % at 5.96 µM; 0.5% of 340,000 active; recombinant HTRA1, FP-rhodamine activity-based probe; in the data active = inhibition above about 36%;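 also: 0% = enzyme with DMSO and 100% = wells lacking enzyme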
SIAE primary: human SIAE inhibitors, primary screen, biochemical, fluorescence polarization, FP-Rh probe, 1536-well HTS | AID 1053197, 2014 | Sialate O-acetylesterase (Homo sapiens), Q9HAT2 | 0.69% of 370,000 active | inhibition, % at 9.66 µM | SIAE FP-Rh probe binding;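 active = inhibition above a cutoff: mean of compounds within the control limits plus 3 SD of those, cut at about 17% in these data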;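 also: 0% = plate median of compound wells and 100% = probe without SIAE protein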
ABHD4 inh: ABHD4 inhibitors, primary screen, biochemical, fluorescence polarization, mouse; purified mABHD4, FP-Rh probe fluorescence polarization; 0.54% of 370,000 active; (Lyso)-N-acylphosphatidylethanolamine lipase (Mus musculus), Q8VD66; AID 720543, 2013; inhibition, % at 8.92 µM;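 active = inhibition exceeding the mean over every tested compound plus 3 SD, cut at about 30% in these data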;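 also: 0% = plate median of compound wells and 100% = S159A mutant with DMSO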
Target sequence (Q8VD66 whole entry, looked up): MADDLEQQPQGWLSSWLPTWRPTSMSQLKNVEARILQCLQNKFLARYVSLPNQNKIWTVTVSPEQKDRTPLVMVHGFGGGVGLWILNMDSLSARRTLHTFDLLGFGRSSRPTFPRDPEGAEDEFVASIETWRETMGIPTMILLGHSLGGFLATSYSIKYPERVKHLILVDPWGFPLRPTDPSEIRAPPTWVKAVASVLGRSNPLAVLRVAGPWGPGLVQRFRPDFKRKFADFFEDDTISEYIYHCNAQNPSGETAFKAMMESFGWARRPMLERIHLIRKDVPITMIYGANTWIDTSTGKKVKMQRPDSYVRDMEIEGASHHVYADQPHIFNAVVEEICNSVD
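Test system: mABHD4 protein; Read-out basis: % inhibition; Incubation: 45 min + 60 min at 25 °C; Repeats: single replicate; Technique: fluorescence polarization with parallel and perpendicular emission, 525/598 nm; Compound: 8.92 µM, single dose; Benchmarks: full inhibition S159A mutant plus DMSO, zero as sample-well median.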
* marks the source's active call; other numbers are inactive results; . = no result given. A portion of the library (hit frequency here may not be typical).

SMILES	NPR2 activator	TDP2 inh	rCAG binder	LEDGF integ inh	TCR-CD3 inh	MBD2 DNA inh	PRMT1 FP inh	HTRA1 inh	SIAE primary	ABHD4 inh
CCCCCn1c(=O)[nH]c2cc(C(=O)NCc3ccccn3)ccc2c1=O	-7.4	5.5	-3.8	0.4	-7.9	-6.4	1.0	0.3	2.7	-6.9
O=C(NCCCC1CCCC1)C1CCC(=O)N(Cc2ccccc2F)C1 (centres undefined)	1.7	0.7	-10.3	-1.4	5.6	6.6	-4.2	-4.1	15.2	-1.2
O=C(/C=C/c1ccc(N2CCC(c3ccccc3)=N2)cc1)c1ccccc1	4.3	-2.9	1.9	2.6	-9.4	2.0	-6.8	.	-25.7	-11.6
O=C(O)CC(c1ccccc1)c1ccc2c(c1)OCO2 (centres undefined)	3.2	-3.5	2.9	-4.9	-2.8	4.1	4.2	0.1	-3.9	-5.3
Cc1ccccc1C1c2[nH]c3ccccc3c2C[C@H]2C(=O)N(C3CC3)CC(=O)N12 (some centres undefined)	4.8	22.2	0.5	-1.3	4.0	3.0	-0.7	-2.2	6.8	-3.1
CCCCNC(=O)C1(C)CCCCN1C(=O)c1ccc(C#N)cc1 (centres undefined)	2.5	3.0	1.1	-1.8	0.9	3.8	-2.8	.	-0.5	-2.2
NC(CCc1ccccc1)c1csc(NC(=O)NCCc2ccccc2)n1 (centres undefined)	-11.9	0.3	17.5	4.7	1.6	-5.2	-1.8	.	2.4	1.9
COc1ccccc1/C=N\Nc1cn[nH]c(=O)c1Cl	7.2	-9.5	-1.7	-4.5	-3.0	-3.0	2.5	-8.1	-8.5	1.7
COc1ccccc1CCNC(=O)CSc1ccc(-c2ccco2)nn1	-1.1	-7.6	0.6	-2.5	3.5	-1.1	6.4	2.4	0.0	4.5
COc1ccc2oc(C(=O)N3CCN(c4ncccn4)CC3)c(C)c2c1	-3.0	5.6	-1.5	0.2	2.5	0.4	-2.2	-4.8	9.2	2.3

The final three entries of the part above lead into the next.
SMILES	NPR2 activator	TDP2 inh	rCAG binder	LEDGF integ inh	TCR-CD3 inh	MBD2 DNA inh	PRMT1 FP inh	HTRA1 inh	SIAE primary	ABHD4 inh
COc1ccccc1/C=N\Nc1cn[nH]c(=O)c1Cl	7.2	-9.5	-1.7	-4.5	-3.0	-3.0	2.5	-8.1	-8.5	1.7
COc1ccccc1CCNC(=O)CSc1ccc(-c2ccco2)nn1	-1.1	-7.6	0.6	-2.5	3.5	-1.1	6.4	2.4	0.0	4.5
COc1ccc2oc(C(=O)N3CCN(c4ncccn4)CC3)c(C)c2c1	-3.0	5.6	-1.5	0.2	2.5	0.4	-2.2	-4.8	9.2	2.3
CC1CCC/C(=N\NC(=O)c2ccncc2)C1 (centres undefined)	-8.0	0.0	3.2	-0.7	-6.5	-1.0	0.3	1.4	1.5	5.5
C=CC[C@@H](CC(=O)NCCO)C(=O)NC[C@H](OC(=O)[C@@H](CC=C)CC(=O)OC(C)(C)C)c1ccccc1	-12.4	-1.2	-9.5	-2.6	6.2	1.2	0.1	5.0	9.4	1.5
COc1ccccc1-c1ccc(/C=N/O)o1	-6.1	5.3	2.5	-3.8	4.3	3.6	0.8	.	0.4	-5.2
COc1ccc(C(=O)/C=C2/C(=O)Nc3ccccc32)cc1OC	-11.8	-1.3	4.5	-3.6	3.2	-9.2	4.7	3.7	2.0	-4.8
Cc1ccc(C(=O)Nn2cnc3scc(-c4cccs4)c3c2=O)c(O)c1	0.6	12.6	40.1*	-3.0	5.5	-2.8	-0.4	8.9	9.4	-22.1
O=C1Nc2ccccc2N=C(c2ccccc2)C1N(Cc1ccc(F)cc1)C(=O)c1cccnc1 (centres undefined)	-12.0	-1.8	1.8	-0.5	-5.7	1.3	3.2	.	-2.4	-3.9
CC1O[C@@H]2O[C@](O[C@H](C)CC[C@@H](C)O)(c3ccccc3)O[C@@H]2C[C@H]1O (some centres undefined)	3.6	7.2	-0.5	-3.3	1.3	-0.3	2.2	-1.2	1.5	1.0
NC(=O)c1ccccc1N/C=C/C(=O)c1ccco1	6.3	14.2	4.1	-0.6	4.0	-5.2	2.7	1.2	-1.6	2.7
O=C(NCc1cccnc1)c1cc(C2CCCCN2C(=O)c2ccc3ccccc3c2)on1 (centres undefined)	3.0	4.9	0.9	-3.0	-1.1	2.1	6.2	.	-0.1	0.0
Cc1sc2ncnc(N3CCC(C(=O)Nc4ccc(F)cc4Cl)CC3)c2c1C	-1.7	-13.7	-2.0	1.4	1.2	-1.3	-3.1	-25.0	-4.4	-13.8
Cc1cccc(C(=O)NCc2nnc(SCC(=O)NC3=NCCS3)n2C)c1	-1.4	5.0	0.5	1.3	1.7	-8.9	0.9	2.6	2.4	-2.5
Cc1csc(N=Nc2ccc(N(C)C)cc2)[n+]1[O-]	-60.3	-2.3	6.2	-31.2	-3.0	-21.4	-2.2	2.7	-6.2	0.5
COC(=O)CCCC(=O)N1CCCC(CCC(=O)NCc2ccc(F)c(F)c2)C1 (centres undefined)	-3.0	-6.9	-6.7	2.7	-0.2	-3.6	4.1	10.6	-2.3	0.1
COc1ccc(C(=O)NCCCNC(=O)c2cc3ccccc3[nH]2)cc1OC	3.1	-3.8	-1.4	0.2	-0.6	1.2	-0.8	-5.7	-6.7	0.9
O=C(NCc1ccc(F)cc1F)[C@@H]1CCCN1C(=O)[C@@H]1CCCN1C(=O)c1cccc(Cl)c1	2.7	-11.1	0.8	5.4	-5.9	-5.4	-3.4	.	-2.2	-4.1
CCC(=O)Nc1cccc(C(=O)/C=C/c2ccc(F)cc2)c1	1.6	4.0	-1.4	2.1	-0.3	-3.2	3.3	-10.1	-8.1	-6.8
Cc1cccc2cc(C(c3nnnn3CC3CCCO3)N3CCOCC3)c(=O)[nH]c12 (centres undefined)	3.9	-13.7	0.8	0.4	-6.2	2.6	6.8	-5.7	-9.7	-10.8
CC(/C=N\NC(=O)c1ccc(C)nc1)=C\c1ccccc1	-5.4	5.5	-0.4	-0.7	-1.1	7.0	-0.6	2.1	-0.5	12.1
c1ccc2sc(NC3=NCN(CC4CCCO4)CN3)nc2c1 (centres undefined)	1.4	-9.3	-2.7	6.7	1.9	-7.4	-5.1	0.4	3.1	6.7
CC(NS(=O)(=O)OCC(Cl)(Cl)Cl)c1ccc(Br)cc1 (centres undefined)	-3.2	0.0	-2.6	1.5	1.4	-2.4	-4.9	-15.0	-6.7	-8.7
O=C(N/N=C/c1cn(-c2ccccc2)nc1-c1cccnc1)c1ccc(F)cc1	2.9	-6.6	1.7	-3.3	4.7	5.6	-0.3	-33.1	-10.2	-3.7
CCn1cc(C(=O)N2CCN(c3ccc(F)cc3)CC2)c2cc(OC)c(OC)cc2c1=O	1.5	9.1	-0.3	1.7	14.2	-5.6	-1.7	-3.2	6.6	0.2
CCCNC(=O)CN(C)S(=O)(=O)c1c(C)cc(C)cc1C	4.9	8.8	-5.1	-2.0	7.7	-3.8	-0.6	1.8	-0.4	-3.4
CN(CC(=O)NCc1ccco1)CC(=O)Nc1ccc(F)c(F)c1F	2.9	-2.4	2.4	1.5	-6.0	-1.8	2.1	1.4	2.0	1.8
NC1=NC(=O)S/C1=C\c1ccc(O)cc1	1.2	-13.2	-0.1	-5.8	-6.5	-3.8	3.5	-0.6	-9.4	-23.3
CCC(CC)=N/N=C/c1c(O)n(CC)c2cc(C3=NNC(=O)CC3)ccc12	17.6	4.5	15.6	-1.6	0.8	-6.0	-0.6	-7.6	2.8	4.9
Cc1c(N=C2SCC(=O)N2/N=C/c2ccccc2Cl)c(=O)n(-c2ccccc2)n1C	-3.7	8.3	2.1	-2.6	3.8	1.0	-1.7	-5.6	-1.0	1.1
Cc1ccc(OCc2nnc(SCC(=O)CC(=O)Nc3ccccc3)o2)cc1	-4.5	3.5	14.2	1.5	-1.6	-3.5	3.7	-18.0	-6.9	-1.4
COc1ccc(NC(=O)C2c3ccccc3OCC(=O)N2Cc2ccc3c(c2)OCO3)cc1 (centres undefined)	1.9	6.7	3.8	0.7	-6.0	-0.3	-0.4	.	0.3	0.2
COc1cccc(NC(=O)/C=C/c2ccccc2[N+](=O)[O-])c1	-2.0	-11.8	6.4	-0.6	1.9	-5.9	-1.8	-15.9	-6.5	-2.5
CCOC(=O)CC(=O)CSc1nc2c(c(C)c1C#N)CCC2	-3.4	2.9	4.6	-1.6	11.8	-6.8	0.6	-0.8	1.9	5.4
O=C(N/C(=C\c1cccc([N+](=O)[O-])c1)C(=O)N1CCOCC1)c1cccc(Br)c1	-1.4	2.9	0.8	-1.8	14.2	0.6	1.9	-3.3	1.2	-2.1
CCC(=O)N1CCN(c2ccc(NC(=O)COc3ccc(C)cc3C)cc2)CC1	-3.8	-3.5	-1.3	-6.5	-6.0	2.1	1.5	4.3	-3.3	2.3
O=C(Cn1ccc([N+](=O)[O-])n1)N1CCc2ccccc21	-4.1	13.5	-0.2	-1.4	4.0	3.0	3.3	-1.1	-0.5	-5.8
CC1(c2nnc(Cc3ccccc3)o2)CC(c2ccc([N+](=O)[O-])cc2)=NO1 (centres undefined)	-4.0	1.0	-0.3	3.3	3.5	-7.8	-0.9	-5.0	3.7	0.6
CC[C@@]1(C(=O)OC)N[C@H](CN(C)C(=O)Nc2ccc(C)cc2)[C@@H]2C(=O)N(C)C(=O)[C@@H]21	2.5	-4.5	2.8	4.2	4.2	-4.0	-0.9	-0.7	-2.6	2.0
C[C@H](NC(=O)[C@@H]1CSC2c3ccccc3C(=O)N21)C(=O)NC1CCCC1 (some centres undefined)	8.7	-8.2	-1.3	-4.7	3.9	2.7	3.4	3.7	-2.9	2.0
COc1ccccc1NC(=O)/C(=N/OCc1ccc(F)cc1)C(C)=O	-1.1	-0.5	-1.4	0.3	-0.5	3.5	1.9	-4.6	-7.5	-1.3
COc1ccc2oc(-c3ccccc3)c(C(=O)O)c2c1	-0.5	-20.9	4.4	6.6	-0.5	-0.7	-9.0	-4.9	-3.1	-10.6
Cc1cc(C)c2nc(-c3cccnc3)cc(C(=O)Nc3ccc(S(=O)(=O)Nc4onc(C)c4C)cc3)c2c1	-1.8	-10.9	80.4*	4.4	-4.2	-1.7	3.5	-36.2	-14.2	-30.9
Cc1ccnc(NC(=O)c2cccc(NC(=O)c3ccccc3C)c2)c1	2.9	-1.9	-5.0	1.5	-1.5	2.6	-0.8	-14.4	9.1	-4.2

Compound activity from PubChem.
